# Source: PubChem BioAssay
# TRPML3 agonist: activates the human TRPML3 channel | Q8TDD5 | HEK293 TRPML3-YFP, Fluo-8 calcium fluorescence; 100% = the carbachol control signal | activation, % at 3 µM | hit rate 0.29% among 220,000 | AID 1448;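 active = activation above its plate's cutoff, the mean activation of the plate's test wells plus 3 SD, cut at about 12% in these data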;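 note: 0% = DMSO only wells and 100% = carbachol wells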
#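 Material: TRPML3-YFP stable HEK293 cells | Dosing: One concentration, 3 µM nominal, 0.3% DMSO | Timing: 125 s total fluorescence read per well | Technique: Fluo-8 calcium dye fluorescence, ex 470-495, em 515-575 nm | Measure: Percent activation from peak-to-basal fluorescence ratio, scaled between DMSO and carbachol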
# Furin inhibitor: inhibitors of human furin | AID 463115 | purified furin, fluorogenic substrate cleavage | inhibition, % at 30 µM | hit rate 0.061% among 220,000 | P09958; in the data active = inhibition above about 25%; note: inactives centre near -15
# Target sequence (P09958 108-714 limits assumed): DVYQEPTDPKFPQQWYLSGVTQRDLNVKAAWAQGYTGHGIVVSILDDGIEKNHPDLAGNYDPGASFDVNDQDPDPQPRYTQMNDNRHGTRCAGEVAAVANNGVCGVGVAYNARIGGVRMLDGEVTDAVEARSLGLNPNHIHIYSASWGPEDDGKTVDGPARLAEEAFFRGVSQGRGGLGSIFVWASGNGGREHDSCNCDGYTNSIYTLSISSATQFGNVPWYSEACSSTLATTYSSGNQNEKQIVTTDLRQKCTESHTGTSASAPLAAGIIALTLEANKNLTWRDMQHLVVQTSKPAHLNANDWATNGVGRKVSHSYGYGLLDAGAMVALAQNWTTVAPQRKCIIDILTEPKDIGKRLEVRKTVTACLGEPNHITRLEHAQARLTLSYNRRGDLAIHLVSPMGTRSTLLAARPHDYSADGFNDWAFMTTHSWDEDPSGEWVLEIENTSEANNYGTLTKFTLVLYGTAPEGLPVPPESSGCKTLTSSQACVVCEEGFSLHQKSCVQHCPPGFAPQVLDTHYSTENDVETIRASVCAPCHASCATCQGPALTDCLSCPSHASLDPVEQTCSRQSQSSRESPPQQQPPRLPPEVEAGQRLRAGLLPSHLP
# Tb hexokinase: T. brucei hexokinase 1 inhibition | hit rate 0.11% among 220,000 | inhibition, % at 10 µM | recombinant TbHK1, G6PDH-coupled NADH A340;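 active = inhibition of 50% or more in the single-dose primary screen; inactive = inhibition below 50%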
# KCC2 mod: modulates chloride dependent transport by human KCC2; Q9H2X9; B-score of Tl+ flux slope (higher = more flux/activation; lower = inhibition) at 10 µM; KCC2 cells, thallium flux FluoZin-2 fluorescence; hit rate 2.2% among 190,000;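 active = thallium flux slope and its plate-corrected score both differing from the plate sample mean at a set confidence after two filtering rounds, in either direction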;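 note: slope of fluorescence scaled to starting intensity during 10 to 20 s after thallium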
# zfTRPN1 agonist: zebrafish TRPN1 (NompC) channel agonism; HEK293 zebrafish TRPN1-YFP, Fluo-8 calcium fluorescence; 100% = response to 87 µM carbachol; activation, % at 3 µM; hit rate 0.18% among 220,000; AID 1424;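 active = activation above its plate's cutoff, the mean activation of test wells on that plate plus 3 SD, cut at about 19% in these data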;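 note: 0% = DMSO alone and 100% = 87 µM carbachol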
#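 Control set: carbachol 87 µM as high control, DMSO as low control; system: HEK293 stable line with zebrafish TRPN1-YFP; read-out: % activation versus carbachol response; detection: intracellular calcium fluorescence with Fluo-8; doses: single test compound dose, 3 µM nominal, 0.3% DMSO; schedule: dye 1 h 37 °C plus 30 min RT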
# PPC-1+TRAIL kill: compounds killing PPC-1 cancer cells with TRAIL present (potentiator screen, no TRAIL-free arm); PPC-1 cells + TRAIL, ATPLite viability luminescence; cell killing (% activity), % at 4 µM; hit rate 0.41% among 220,000; AID 1443;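 active = cell killing above 50% in the first pass at 4 µM, then a duplicate retest at 5 µM averaging 50% or more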;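 note: plate controls were cells with TRAIL plus DMSO for no effect and medium-only wells lacking cells for full effect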
# EBV gp42 inh: inhibitors of Epstein-Barr virus glycoprotein 42 | Q1HVG2 | Fluorescence polarization binding assay, mP read-out | inhibition, % (tested at 21.74 µM) | hit rate 0.42% among 220,000 | AID 1085; in the data active = inhibition above about 50%
# Target sequence (Q1HVG2 whole entry, looked up): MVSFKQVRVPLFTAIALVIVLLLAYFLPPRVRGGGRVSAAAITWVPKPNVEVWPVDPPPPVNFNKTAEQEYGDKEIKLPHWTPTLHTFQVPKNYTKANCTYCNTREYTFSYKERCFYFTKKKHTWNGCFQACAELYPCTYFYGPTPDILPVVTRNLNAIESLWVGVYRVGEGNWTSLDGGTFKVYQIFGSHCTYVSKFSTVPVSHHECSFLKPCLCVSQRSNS
# Calpain2 inh: calpain II (pig) inhibition; inhibition, % at 16 µM; purified calpain II, fluorogenic peptide substrate, 30 min; hit rate 0.37% among 220,000;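 active = inhibition above about 50%, limit read from the data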
# Thrombin inh: thrombin (human) inhibition; alpha-thrombin, Boc-VPR-AMC fluorogenic substrate cleavage; inhibition, % at 5 µM; hit rate 0.26% among 220,000;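 active = inhibition at or above 40%; inactive = inhibition below 40%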;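 note: 0% = enzyme with no compound and 100% = wells without enzyme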
#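 Material: human alpha-thrombin enzyme / Medium: pH 7.5 Tris (50 mM) with NaCl 150 mM, Tween 20 0.05% / Compound: single-point dosing at 5 µM, 0.2% DMSO / Incubation: enzyme reaction carried out at room temperature / Detection: AMC fluorescence, 355/460 nm / Read-out basis: percent inhibition scaled between no-compound controls and no-enzyme blanks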
# * = called active by the depositor; i = inactive; / = no result given; [ ] = dose if it differs, or a comment.
SMILES,TRPML3 agonist,Furin inhibitor,Tb hexokinase,KCC2 mod,zfTRPN1 agonist,PPC-1+TRAIL kill,EBV gp42 inh,Calpain2 inh,Thrombin inh
Cc1cc(C)cc(N(CC(=O)Nc2ccc(-c3nc4ccc(C)cc4s3)cc2)S(C)(=O)=O)c1,0.9,-22,-24,-1.7,2.2,12,-49,-68,-4
O=C1OC(Nc2nc3ccccc3s2)c2ccccc21 (centres undefined),0.0,-19,-4,/,0.4,5,-8,-5,-4
NC(=O)Oc1cccc(OC(N)=O)c1,0.8,-14,-1,-0.053,-1.5,-18,-22,-8,0
CCOC(=O)C1=NNC(C(=O)c2ccc(Cl)cc2)C1c1ccccc1 (centres undefined),-0.3,-22,23,-1.4,-1.4,27,-9,10,3
O=C1COc2ccc(C(=O)COC(=O)CCSc3ccccc3)cc2N1,0.1,-19,-6,/,5.9,16,-10,5,-1
CCCCCNC(=O)C1CCC(Cn2c(=S)[nH]c3ccccc3c2=O)CC1 (centres undefined),1.3,-21,-4,0.22,0.5,/,-9,0,-4
CCCCOc1nc(N2CCOCC2)nc(C)c1[N+](=O)[O-],-0.2,-15,-13,-0.81,-3.3,8,4,7,-1
CCCCn1nc2cc(C(=O)NC3CCc4ccccc43)ccc2c1OCC (centres undefined),-1.0,-16[20 µM],3,-0.82,-1.2,26,35,i,-3
CC(C)(C)C(=O)COC(=O)c1cccc(NC(=O)c2ccco2)c1,0.5,-23,-8,/,1.7,2,-9,2,4
C/C(Cn1nnc2ccccc21)=N\OC(=O)c1ccccc1C,-0.3,-11,-2,-1.5,2.8,3,14,24,-1
O=C(CCc1nc2ccccc2c(=O)[nH]1)N1CCN(C/C=C/c2ccccc2)CC1,1.2,-8,33,0.83,1.9,26,-9,-4,4
O=C(O)C1CCN(C(=O)c2csc(-c3ccc4c(c3)CCO4)n2)CC1,0.5,-4,-15,/,-0.2,20,-2,-20,-7
COc1cc(C2c3c([nH]c(=O)[nH]c3=O)Nc3ccc4ccccc4c32)ccc1O (centres undefined),0.6,-22,-5,-0.023,-0.4,25,12,-79,-24
Cc1ccc(/C=C2\SC(N)=NC2=O)s1,0.0,1,-4,-2.2,0.5,25,-8,19,-1
Cc1cc(C[n+]2ncsc2N)c2ncccc2c1,0.4,-25,-8,1.1,-0.6,7,-7,-2,-5
CN1CCN(C(=O)c2ccc3c(=O)n(Cc4ccco4)c(=S)[nH]c3c2)CC1,0.9,-8[20 µM],-14,0.61,0.3,47,-19,-45,-6
Cn1c(SCC(=O)NCC2CCCO2)nnc1-c1cccc(NC(=O)c2ccccc2F)c1 (centres undefined),-0.3,-15,0,1.6,0.0,12,2,13,7
O=C(Nc1nc2ccccc2s1)c1ccc2c(c1)S(=O)(=O)c1ccccc1C2=O,2.0,-27,-18,-0.7,1.4,-5,-17,7,1
Cc1cc(F)ccc1S(=O)(=O)Nc1ccccc1C(=O)Nc1ncn[nH]1,-0.1,-4,6,-0.98,-0.2,1,-13,-176,3
C[C@@H]1C=C(C(=O)NCc2ccccc2)O[C@H](OCc2ccc(CO)cc2)C1,-0.4,-14,-5,1.3,-0.6,14,-2,12,-7
CCOc1ccc(-n2cccc2C=O)cc1,-0.7,-8,5,-0.4,1.5,1,-7,15,-4
CC(C(=O)O)N1C(=O)c2cccc3cccc1c23 (centres undefined),0.6,-7[20 µM],-15,/,-0.8,4,-20,-59,0
Cc1cccc(C)c1Nc1nnc(SCC(=O)NCc2ccco2)s1,-0.7,-12,6,/,-0.5,1,-16,-21,4
Cc1cc(C)cc(COn2ccnc2)c1,0.5,-4[20 µM],-4,-0.78,0.1,-6,-15,1,-5
O=C(c1ccc2c(c1)OCCO2)N1CCCC(CNS(=O)(=O)c2cccs2)C1 (centres undefined),0.4,-11,4,-0.63,1.4,-36,-3,22,35
CC[n+]1ccc(C)c2cc(S(=O)C(F)(F)F)ccc21 (centres undefined),0.7,-27,4,-0.56,1.0,10,-2,-12,1
COc1ccc(/C=N/NC(=O)CSc2ccccc2)cc1OC,-0.4,-3,-14,-0.085,0.5,9,-10,27,26
COc1ccc(N(CC(=O)NC2CCCC2)C(=O)c2ccc(N3CCCCC3)nc2)cc1,-0.6,-14,-7,-0.79,-0.1,-4,-5,33,2
Fc1ccccc1-c1nc2ccccc2[nH]1,0.6,-35,-2,-0.063,1.5,22,-12,-28,-8
CCOc1ccc2nc(NC(=O)CS(=O)(=O)c3ccc(C)cc3)sc2c1,-0.7,-11[20 µM],-10,/,-2.4,20,-1,13,-3

# An excerpt from the list above, as a working copy:
SMILES,TRPML3 agonist,Furin inhibitor,Tb hexokinase,KCC2 mod,zfTRPN1 agonist,PPC-1+TRAIL kill,EBV gp42 inh,Calpain2 inh,Thrombin inh
C[C@@H]1C=C(C(=O)NCc2ccccc2)O[C@H](OCc2ccc(CO)cc2)C1,-0.4,-14,-5,1.3,-0.6,14,-2,12,-7
CCOc1ccc(-n2cccc2C=O)cc1,-0.7,-8,5,-0.4,1.5,1,-7,15,-4
CC(C(=O)O)N1C(=O)c2cccc3cccc1c23 (centres undefined),0.6,-7[20 µM],-15,/,-0.8,4,-20,-59,0
Cc1cccc(C)c1Nc1nnc(SCC(=O)NCc2ccco2)s1,-0.7,-12,6,/,-0.5,1,-16,-21,4
Cc1cc(C)cc(COn2ccnc2)c1,0.5,-4[20 µM],-4,-0.78,0.1,-6,-15,1,-5
O=C(c1ccc2c(c1)OCCO2)N1CCCC(CNS(=O)(=O)c2cccs2)C1 (centres undefined),0.4,-11,4,-0.63,1.4,-36,-3,22,35
CC[n+]1ccc(C)c2cc(S(=O)C(F)(F)F)ccc21 (centres undefined),0.7,-27,4,-0.56,1.0,10,-2,-12,1
COc1ccc(/C=N/NC(=O)CSc2ccccc2)cc1OC,-0.4,-3,-14,-0.085,0.5,9,-10,27,26
COc1ccc(N(CC(=O)NC2CCCC2)C(=O)c2ccc(N3CCCCC3)nc2)cc1,-0.6,-14,-7,-0.79,-0.1,-4,-5,33,2
Fc1ccccc1-c1nc2ccccc2[nH]1,0.6,-35,-2,-0.063,1.5,22,-12,-28,-8
CCOc1ccc2nc(NC(=O)CS(=O)(=O)c3ccc(C)cc3)sc2c1,-0.7,-11[20 µM],-10,/,-2.4,20,-1,13,-3

# A run of entries of the results above, as a working copy:
SMILES,TRPML3 agonist,Furin inhibitor,Tb hexokinase,KCC2 mod,zfTRPN1 agonist,PPC-1+TRAIL kill,EBV gp42 inh,Calpain2 inh,Thrombin inh
CCOc1ccc(-n2cccc2C=O)cc1,-0.7,-8,5,-0.4,1.5,1,-7,15,-4
CC(C(=O)O)N1C(=O)c2cccc3cccc1c23 (centres undefined),0.6,-7[20 µM],-15,/,-0.8,4,-20,-59,0

# Next compounds.
SMILES,TRPML3 agonist,Furin inhibitor,Tb hexokinase,KCC2 mod,zfTRPN1 agonist,PPC-1+TRAIL kill,EBV gp42 inh,Calpain2 inh,Thrombin inh
O=C(CN1CCOc2ccccc21)NCc1ccco1,0.1,-25,-4,/,-0.1,22,-4,-14,-11
COc1ccccc1CNC(=O)CCNC(=O)Cn1cnc2ccccc2c1=O,0.6,-17,-1,1.1,0.3,14,-14,-26,4
COc1ccccc1N(C)S(=O)(=O)c1ccc(C(=O)OCC(=O)NCCC2=CCCCC2)cc1,1.1,-3,32,-0.88,1.2,9,-4,23,-8
CN1C(=O)C(CC(=O)Nc2ccc(F)cc2)N(NC(=O)c2cccc(F)c2)C1=S (centres undefined),0.4,-15,-4,-0.27,-1.7,-3,1,11,-7
O=C1NC(=O)/C(=C/c2ccccc2Oc2ccc(Cl)cc2)S1,0.3,-16[20 µM],-6,/,0.3,20,4,15,-3
COC(=O)c1ccc(SCC(=O)NC2CCCCC2)c([N+](=O)[O-])c1,0.2,-21,-2,-0.11,1.3,-3,-14,30,2
O=C(NCc1nc2ccccc2[nH]1)C1=C[C@H](c2csc3ccccc23)C[C@H](OCc2ccc(CO)cc2)O1,/,-21,-12,-0.32,/,7,-13,-51,-5
CC(/C=C/c1ccccc1)=N\Nc1ccccc1[N+](=O)[O-],0.4,-27,2,0.58,0.2,14,-5,4,3
Cc1cccc(CSc2nnc(C)c(=O)n2N)c1,0.0,-14,-2,0.43,0.4,4,-4,21,2
Cn1ncc([N+](=O)[O-])c1C(=O)Nc1nc2ccccc2n1CCN1CCCCC1,-0.5,2[20 µM],-4,-0.053,-0.4,5,-6,0,1
O=C(N/N=C/c1sc(N2CCOCC2)nc1-c1ccccc1)c1ccccc1O,2.6,-13,3,0.85,9.2,10,-18,-75,-8
COc1cc(/C=C/C(=O)NNc2c(F)c(F)cc(F)c2F)ccc1OC(F)F,0.0,-23[20 µM],-7,-0.46,-0.8,-24,-1,-18,1
NC(=O)N/N=C/c1cc(Br)ccc1OC(=O)c1ccccc1,-1.1,-19,25,-0.025,-3.0,19,-4,-175,-7
COc1ccc(/C=N/NC(=O)c2ccccc2O)cc1Cn1cc([N+](=O)[O-])cn1,1.1,-22,-13,0.48,2.8,-9,0,-21,-2
CCCNC(=O)NC(=O)CSc1ccc2c(c1)OCCO2,-0.6,-12[20 µM],-2,-0.79,-0.9,26,-15,-12,6
COCCN(C(=O)c1csnn1)C(C(=O)NC1CCCCC1)c1sccc1C (centres undefined),-0.4,-16[20 µM],-3,0.037,-0.6,24,-6,-34,1
Cc1nc(C)c(C(=O)N/N=C/c2cn(C)c3ccccc23)s1,0.5,-7[20 µM],-56,1.6,-0.5,23,-20,0,-1
Cc1ccc(-c2cc(C(=O)Nc3cc(C)on3)no2)cc1,0.6,-22,-9,-0.38,-1.5,6,11,-14,7
COCCSc1ncnc2c1oc1nc3c(cc12)COC(C)(C)C3,1.0,-16,-20,1,0.7,3,-7,30,-3
O=C1/C(=C\Nc2ccc(OC(F)(F)F)cc2)CCN1c1ncccn1,0.7,-19[20 µM],-15,/,-0.8,48,18,-5,-3
CC(C)(CC(=O)O)CC(=O)NCc1c(Cl)cccc1Sc1ccc(Cl)cc1,0.8,-9,-8,-1.5,2.1,-21,-5,-5,2
O=S(Cc1cc(Oc2ccccc2)nc(-c2ccccc2)n1)c1ccccc1 (centres undefined),0.9,-20[20 µM],4,/,-0.4,22,2,10,-4
CC1CCN(C(=O)COC(=O)c2ccc3c(c2)OCO3)CC1,0.3,-15,-2,-0.15,-0.3,16,10,-29,-6
CC(=O)Nc1ccc(/C(C)=N/NC(=O)c2ccncc2)cc1,1.3,-26,-1,0.035,0.8,8,-9,0,-7
Nc1nc(-c2ccc3c(c2)OCCO3)cs1,-0.3,-26,-2,0.011,0.5,1,-16,1,0
COc1ccccc1CNC(=O)CSc1nn2c(=O)c(C(C)(C)C)nnc2s1,-0.8,-35,-12,0.74,0.0,15,-5,-8,1
